Source: PubChem (several laboratories)
PLAP activator: PLAP enzyme activators, biochemical, luminescence, HTS; activation fold at 20 µM; purified PLAP enzyme, luminescent substrate read-out; stronger effect = higher value; 96,000 tested, 1.2% active; in the data active = activation fold above about 2
Target sequence (P05187 whole entry, looked up): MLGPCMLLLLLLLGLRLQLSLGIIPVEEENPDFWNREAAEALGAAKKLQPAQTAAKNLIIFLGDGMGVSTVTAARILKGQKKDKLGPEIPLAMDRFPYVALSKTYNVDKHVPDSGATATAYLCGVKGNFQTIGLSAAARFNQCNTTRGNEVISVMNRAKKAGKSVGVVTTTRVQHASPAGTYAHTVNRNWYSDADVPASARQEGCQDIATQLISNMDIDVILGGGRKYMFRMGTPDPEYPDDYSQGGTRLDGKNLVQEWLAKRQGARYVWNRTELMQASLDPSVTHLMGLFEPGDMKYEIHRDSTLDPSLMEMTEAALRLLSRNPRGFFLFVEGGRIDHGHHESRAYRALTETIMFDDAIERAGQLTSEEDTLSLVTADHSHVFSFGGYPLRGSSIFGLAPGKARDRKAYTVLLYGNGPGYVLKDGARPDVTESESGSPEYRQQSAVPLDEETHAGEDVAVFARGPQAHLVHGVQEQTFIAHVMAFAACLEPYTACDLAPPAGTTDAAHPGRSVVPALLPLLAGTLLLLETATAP
Mac1 fbg inh: inhibitors of CD11b/CD18 adhesion to fibrinogen, primary screen, K562 cells, luminescence | Integrin beta-2 (Homo sapiens) + Integrin alpha-M (Homo sapiens), P05107+P11215 | ATPlite luminescence; Mn2+ added to activate the integrin | inhibition, % at 10 µM | 93,000 tested, 0.54% active;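 active = primary inhibition of 50% or more at 10 µM, then 40% or more on retest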; also: some results filed as inactive read as strong as hits
sEH inhibitor: soluble epoxide hydrolase inhibitors, primary screen, biochemical, human sEH | recombinant human sEH enzymatic activity assay | inhibition, % at 2 µM | 91,000 tested, 0.34% active | AID 707, 2007; in the data active = inhibition above about 80%; also: values of inactives mirror those of a sister screen read the other way; many of its hits are not listed in these tables
Target sequence (P34913 whole entry, looked up): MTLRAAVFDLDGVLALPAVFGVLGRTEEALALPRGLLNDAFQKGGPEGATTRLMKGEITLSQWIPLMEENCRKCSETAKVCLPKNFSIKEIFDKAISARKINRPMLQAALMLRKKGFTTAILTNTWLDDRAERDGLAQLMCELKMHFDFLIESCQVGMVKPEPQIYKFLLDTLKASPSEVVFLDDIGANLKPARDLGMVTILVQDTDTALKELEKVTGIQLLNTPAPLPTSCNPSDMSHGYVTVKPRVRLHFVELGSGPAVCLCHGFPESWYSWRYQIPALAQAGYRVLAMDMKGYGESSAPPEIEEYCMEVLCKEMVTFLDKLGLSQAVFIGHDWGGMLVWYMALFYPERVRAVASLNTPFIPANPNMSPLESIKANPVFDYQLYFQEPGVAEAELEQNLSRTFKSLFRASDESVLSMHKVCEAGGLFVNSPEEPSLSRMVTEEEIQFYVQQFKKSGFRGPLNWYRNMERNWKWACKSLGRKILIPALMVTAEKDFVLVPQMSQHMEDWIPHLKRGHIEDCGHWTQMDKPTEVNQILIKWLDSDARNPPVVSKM
S1P2 antag: human S1P2 receptor antagonists, primary screen, cell-based. cell-based S1P2 antagonist assay, inhibition at 5 uM. inhibition, % at 5 µM. 97,000 tested, 0.21% active; in the data active = inhibition above about 45%;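 also: CRE beta-lactamase reporter cells expressing human S1P2 stimulated with S1P; 0% = agonist at EC80 alone and 100% = agonist plus reference antagonist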
PostGolgi yeast: phenotypic screen on post-Golgi transport, primary screen; post-Golgi transport phenotypic cell assay; AID 739, 2007; inhibition, % at 10 µM; 98,000 tested, 0.9% active;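 also: yeast cells grown in 1536-well plates; yeast grown about 18 h at 30C before absorbance read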
E coli WT exp: growth inhibitors of wild-type E. coli, primary screen, strain BW25113, expanded library, OD600. OD600 absorbance. growth inhibition, % at 100 µM. 98,000 tested, 0.15% active. AID 710, 2007;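 active = growth inhibition above about 50% at one test dose, limit read from the data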;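 also: growth measured after 20 h incubation at 37 °C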
PostGolgi ctrl: growth inhibition of yeast control strain, primary screen, counter-screen for post-Golgi transport modulator project; efflux-deficient yeast background strain, growth absorbance A615, 16 h; inhibition, % at 10 µM; 98,000 tested, 5% active
S1P2 agonist: S1P2 receptor agonists, primary screen, cell-based. Sphingosine 1-phosphate receptor 2 (Homo sapiens), O95136. S1P2-expressing cell line, agonist reporter read-out. activation, % at 4.5 µM. 97,000 tested, 0.46% active. AID 729, 2007; in the data active = activation above about 16%;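 also: 0% = vehicle low control and 100% = maximal reference agonist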
sEH act: soluble epoxide hydrolase activators, primary screen, biochemical, human sEH | 91,000 tested, 0.04% active | Bifunctional epoxide hydrolase 2 (Homo sapiens), P34913 | activation, % at 2 µM | purified human sEH enzymatic activity, activator screen; in the data active = activation above about 37%; also: values of inactives mirror those of a sister screen read the other way
Starred values were filed as active, the others as inactive; . = no result given. Rule as the data show it, unless noted: active = inhibition above about 30%; inactive = the rest.

SMILES | PLAP activator | Mac1 fbg inh | sEH inhibitor | S1P2 antag | PostGolgi yeast | E coli WT exp | PostGolgi ctrl | S1P2 agonist | sEH act
CCCOC(=O)CN1C(=O)c2ccc(C(=O)OCCC)cc2C1=O | 1 | 6.9 | -5.1 | 11.6 | 5.6 | 6.0 | 8.4 | 4.0 | 4.7
CCCCNCCCOc1cc(Cl)ccc1Cl | 0.6 | -0.8 | 0.2 | 7.5 | 3.3 | 5.0 | 1.9 | -2.8 | 2.2
CC(=O)Nc1ccc(SCC(=O)N(CCC#N)c2cc(C)cc(C)c2)cc1 | 1.9 | -0.3 | -10.6 | -12.3 | -11.6 | 0.0 | 5.6 | -3.7 | 11.5
O=C(Cn1c(=O)n(Cc2ccco2)c(=O)c2ccccc21)Nc1cccc(Cl)c1 | 1 | -0.6 | . | . | 0.9 | -2.0 | 12.7 | . | .
O=C(c1ccc(COc2ccccc2Br)cc1)N1CCCCC1 | 1.9 | 32.2 | -4.3 | -3.7 | -5.1 | -3.0 | 26.9 | -1.5 | 2.5
Cc1ccc(/C(C#N)=C\c2cn(C)c3ccccc23)cc1 | 0.8 | 6.9 | -1.9 | -6.2 | -3.7 | -10.0 | 34.0* | -2.6 | 4.9
O=C(O)c1ccc(N(c2ccccc2)c2ccccc2)cc1 | . | . | -4.5 | 3.4 | . | . | . | 0.0 | 10.2
O=C1C2(c3ccccc3)CN(CCO)CC1(c1ccccc1)CN(CCO)C2 | 1.7 | -37.9 | 5.6 | -12.0 | 0.8 | -5.0 | 2.4 | -0.5 | -4.3
Nc1cccc(-c2nc3ccc(N)cc3s2)c1 | 1 | . | -6.6 | -8.1 | 18.2 | 10.0 | 7.5 | 0.2 | 6.7
Cc1csc(NC(=O)CSc2nnc3ncccn23)n1 | 1 | 9.7 | . | 23.9 | 13.0 | 16.0 | 13.2 | -0.1 | .
CCOC(=O)c1ccc2c(c1)nc(C1CCN(S(=O)(=O)c3cccs3)CC1)n2CC | 1.4 | 14.2 | 12.1 | 13.1 | -3.0 | 0.0 | 11.4 | -11.5 | -13.3
O=C1Nc2ccccc2C12OCC(COc1ccc(Cl)cc1)O2 (stereo not drawn) | 0.8 | 11.7 | 0.3 | -27.7 | -9.0 | 12.0 | 23.4 | 0.1 | 2.0
CC1CN(C(=O)c2ccc(C(=O)c3ccccc3)cc2)CC(C)O1 (stereo not drawn) | 1.5 | 4.3 | -20.3 | -3.2 | 5.0 | 1.0 | 8.8 | -0.4 | 19.9
O=C(CCC(=O)N1CCN(c2ccccn2)CC1)Nc1nnc(C2CCCCC2)s1 | 1.4 | -20.3 | . | . | -3.7 | -7.0 | 7.4 | . | .
Cc1ccccc1-n1c(=O)cc(NCc2ccc3c(c2)OCO3)[nH]c1=O | 1 | . | 14.0 | 12.6 | -0.5 | 1.0 | 2.5 | -6.2 | -11.6
CCOC(=O)N1CCN(C(=O)CN(c2cc(C(F)(F)F)ccc2Cl)S(C)(=O)=O)CC1 | 1.5 | -8.2 | -14.3 | -12.4 | 20.5 | -4.0 | 4.8 | -2.5 | 14.3
CCN(CC)CCNc1nc(-c2ccccc2)nnc1C(F)(F)F | 1.6 | 13.3 | 1.8 | 10.6 | -1.8 | 0.0 | 1.4 | -2.5 | 0.3
Cc1cc(N2CCN(C(=O)c3ccco3)CC2)n2ncc(-c3ccccc3)c2n1 | 1.1 | -12.7 | -1.0 | 5.3 | 101.0* | -4.0 | 101.6* | -12.5 | 1.4
CCOc1ccc(N(CC(=O)NCc2ccccc2OC)S(C)(=O)=O)cc1 | 1.3 | -0.2 | 1.8 | -4.5 | -5.8 | 2.0 | 6.1 | -3.6 | -3.3
COc1ccc2oc(=O)c(C(=O)N3c4ccccc4CC3C)cc2c1 (stereo not drawn) | 0.9 | 5.4 | -6.9 | 16.4 | 8.9 | 5.0 | 10.9 | -1.2 | 5.0
CCCNC(=O)NC(=O)CSc1nc2cc(C(=O)OC)ccc2c(=O)n1-c1ccccc1 | 1 | -5.5 | 3.6 | -33.9 | 18.4 | 4.0 | 3.0 | -1.1 | -2.3
Oc1c(C(c2cccs2)N2CCN(c3cccc(Cl)c3)CC2)sc2ncnn12 (stereo not drawn) | 1.7 | 12.5 | . | . | 4.4 | 3.0 | 2.2 | . | .
CC(C)(C)C(=O)Nc1ccc(S(=O)(=O)c2ccc(NC(=O)C(C)(C)C)cc2)cc1 | 1 | -4.2 | 8.5 | -13.8 | 10.1 | -10.0 | -2.7 | -7.4 | -6.7
CC(=O)c1sc2nc(=O)c(C)nn2c1C | 0.9 | -11.0 | . | . | 25.5 | -5.0 | -1.3 | . | .
CC(=O)N1CCN(c2ccc(Oc3ncnc4sccc34)cc2)CC1 | 1.2 | 9.0 | -2.6 | 18.9 | 16.6 | -1.0 | 3.9 | -6.2 | 2.2
Cn1c(CNc2ccc(Cl)cc2)nnc1SCc1ccccc1 | 0.7 | -8.6 | -7.1 | 0.7 | 105.3* | 11.0 | 95.9* | -3.7 | 7.2
Cc1ccc(CNC(=O)C2c3ccccc3C(=O)N(C)C2c2c[nH]c3ccccc23)o1 (stereo not drawn) | 1.2 | -1.0 | -10.9 | -2.1 | -7.2 | 4.0 | 4.2 | 2.1 | 8.9
O=C(NCCN1C(=O)C2C3C=CC(C3)C2C1=O)Nc1ccccc1O (stereo not drawn) | 0.9 | -6.0 | . | -6.6 | 9.8 | 6.0 | 10.5 | -1.9 | .
Nc1cc(-c2nn[nH]n2)ccc1F | 0.9 | -1.7 | -1.1 | 6.7 | -2.8 | 3.0 | -5.2 | -6.2 | -0.8
O=C1OC(Nc2ccc(Br)cn2)c2ccccc21 (stereo not drawn) | 0.9 | -4.1 | 4.3 | 11.2 | 6.6 | 5.0 | -3.8 | -7.9 | -1.1

Quoted at random: 5 entries already listed, in no set order.
SMILES | PLAP activator | Mac1 fbg inh | sEH inhibitor | S1P2 antag | PostGolgi yeast | E coli WT exp | PostGolgi ctrl | S1P2 agonist | sEH act
CC(=O)Nc1ccc(SCC(=O)N(CCC#N)c2cc(C)cc(C)c2)cc1 | 1.9 | -0.3 | -10.6 | -12.3 | -11.6 | 0.0 | 5.6 | -3.7 | 11.5
Cc1ccc(CNC(=O)C2c3ccccc3C(=O)N(C)C2c2c[nH]c3ccccc23)o1 (stereo not drawn) | 1.2 | -1.0 | -10.9 | -2.1 | -7.2 | 4.0 | 4.2 | 2.1 | 8.9
CCOc1ccc(N(CC(=O)NCc2ccccc2OC)S(C)(=O)=O)cc1 | 1.3 | -0.2 | 1.8 | -4.5 | -5.8 | 2.0 | 6.1 | -3.6 | -3.3
CC1CN(C(=O)c2ccc(C(=O)c3ccccc3)cc2)CC(C)O1 (stereo not drawn) | 1.5 | 4.3 | -20.3 | -3.2 | 5.0 | 1.0 | 8.8 | -0.4 | 19.9
CC(=O)c1sc2nc(=O)c(C)nn2c1C | 0.9 | -11.0 | . | . | 25.5 | -5.0 | -1.3 | . | .

New compounds follow:
SMILES | PLAP activator | Mac1 fbg inh | sEH inhibitor | S1P2 antag | PostGolgi yeast | E coli WT exp | PostGolgi ctrl | S1P2 agonist | sEH act
COC(=O)c1ccc(CSc2nc3ccccc3c(=O)n2-c2cccc(OC)c2)o1 | 1.5 | -9.1 | . | . | -0.2 | -11.0 | 17.5 | . | .
N#CCCN(CCC#N)c1nncs1 | 1.1 | 2.5 | -4.5 | -3.0 | -1.1 | -2.0 | 13.9 | -7.9 | 5.2
Cc1ccccc1-n1c(C)nc2ccccc21 | 1.1 | -33.1 | 2.6 | 9.1 | -5.4 | 7.0 | 2.0 | -5.5 | -4.5
COc1ccc(C)c2sc(=NC(=O)c3ccccc3)n(C)c12 | 1.1 | 16.6 | -12.5 | 24.8 | 8.6 | -5.0 | 2.9 | -0.2 | 11.4
Cc1ccc(SCC(=O)Nc2cc(C)on2)cc1 | 0.8 | -19.7 | -3.9 | -13.0 | 15.8 | 1.0 | -3.0 | -1.8 | 1.5
O=C(CSc1nnc(COc2ccc(Cl)cc2)o1)N1c2ccccc2CCc2ccccc21 | 1 | 15.7 | 6.3 | 2.9 | -7.5 | -6.0 | 30.7* | -6.9 | -8.9
Cc1ccccc1C(=O)Nc1ccccc1 | 1.2 | -0.7 | 15.0 | 10.4 | -6.5 | -6.0 | -3.6 | -3.5 | -14.8
CC(=O)c1cccc(NC(=O)CN(c2cccc(F)c2)S(C)(=O)=O)c1 | 0.9 | 18.3 | -2.5 | -2.7 | -1.1 | 1.0 | 9.0 | -0.8 | 6.2
CC(C)Cn1cc(C(=O)NCCCOC(C)C)c2c3ccccc3n(C)c2c1=O | 1 | -0.5 | -2.3 | 0.8 | -3.4 | 7.0 | 6.0 | 2.5 | 3.2
O=c1c2c(nc3n1CCCCC3)sc1c(O)c(Br)ccc12 | 1.1 | 11.9 | -6.1 | 11.5 | 7.2 | 4.0 | 53.8* | -8.9 | 6.6
C[C@H](NC(=O)OC(C)(C)C)c1nnc(SCC(N)=O)o1 | 0.8 | -5.2 | 5.7 | 10.2 | 26.8 | 3.0 | 0.6 | -3.2 | -6.6
COc1ccccc1NS(=O)(=O)c1ccc(NC(=O)c2nc3nc(C)cc(C(F)F)n3n2)cc1 | 0.8 | -8.6 | -3.8 | -15.7 | 0.0 | 4.0 | 7.6 | 1.6 | 5.8
CCc1nc(Nc2ccc(OC)c(OC)c2)c2nnn(Cc3ccccc3Cl)c2n1 | . | . | -2.6 | 36.3 | . | . | . | 3.5 | 6.0
O=C(c1ccccc1F)N1CCN(CC2CC3C=CC2C3)CC1 (stereo not drawn) | 1.1 | 1.7 | 8.2 | 13.6 | 6.4 | 1.0 | -0.6 | -2.8 | -7.7
N#Cc1ccc(-c2ccc(OCC(O)Cn3nnc4ccccc43)cc2)cc1 (stereo not drawn) | . | . | . | 3.1 | -1.5 | -7.0 | 34.7* | -2.3 | .
CCOc1ccc(N2C(=O)c3ccc(C(=O)OCc4c(C)noc4C)cc3C2=O)cc1 | 1 | 11.7 | 4.7 | 1.5 | 10.5 | 2.0 | -2.8 | -2.1 | -6.5
O=C(CN1CCN(S(=O)(=O)c2ccc3ccccc3c2)CC1)N1CCc2ccccc2C1 | 0.8 | -6.8 | -0.2 | 11.8 | -0.9 | -13.0 | 28.5 | -6.5 | 1.5
COc1cccc(CN2CCSCC2)c1 | 0.9 | -20.0 | -19.9 | -20.4 | 1.1 | 10.0 | 6.8 | -0.1 | 13.3
CCCOc1ccc(C(=O)NC(=S)Nc2nc(C)c(C(=O)N(C)C)s2)cc1 | 1.4 | 1.1 | -1.2 | -1.9 | -10.3 | -2.0 | 2.7 | -2.0 | 0.9
Cc1ccc(-n2c(SCC(=O)Nc3ccc4c(c3)OCCO4)nnc2-c2ccco2)cc1 | 1 | -7.7 | 9.8 | -4.7 | 19.2 | -4.0 | 6.0 | -7.0 | -7.5
CCN(CC)S(=O)(=O)c1ccc(Cl)c(OC)c1 | 1.3 | 11.1 | -6.0 | -20.3 | -0.3 | -6.0 | 12.3 | -2.4 | 3.6
NC(=O)c1ccccc1N/C=C/C(=O)c1ccco1 | 0.9 | -9.2 | 17.7 | -17.4 | 0.8 | 20.0 | -15.0 | -7.8 | -14.7
N#C/C(=C/c1ccc(N2CCCCCC2)o1)c1ccc(F)cc1 | . | . | -4.5 | 79.5* | 30.2* | -15.0 | 5.0 | -9.2 | 4.0
CCOC(=O)Cn1nnnc1CN(Cc1ccc(OC)cc1)Cc1cc2cc(C)ccc2[nH]c1=O | . | . | -4.7 | -0.9 | -1.0 | -2.0 | 18.4 | -6.2 | 4.1
CCOC(=O)c1c(NC(=O)C(Sc2ccccc2)c2ccccc2)sc(C(N)=O)c1C (stereo not drawn) | 1.1 | . | 0.4 | 6.2 | 4.0 | -12.0 | 15.8 | -3.6 | 0.2
Cc1nn2c(C)c(C(=O)Nc3ccccc3)cnc2c1C#N | 0.9 | 0.0 | 3.4 | -3.2 | -1.8 | 3.0 | -1.4 | 2.2 | -4.3
